# Compound activity (PubChem)
# BCLXL inh = Bcl-xL (human) inhibition; GST-Bcl-xL / FITC-Bim BH3 peptide fluorescence polarization; inhibition, % at 10.9 µM; 320,000 compounds, 0.7% hits;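 active = inhibition above the mean of all tested compounds plus 3 SD, cutoff set per campaign, cut at about 30% in these data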;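 note: 0% = DMSO wells and 100% = unlabeled Bim-BH3 peptide competitor; inhibitors lower millipolarization by displacing the labeled peptide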
# Target sequence (Q07817 whole entry, looked up): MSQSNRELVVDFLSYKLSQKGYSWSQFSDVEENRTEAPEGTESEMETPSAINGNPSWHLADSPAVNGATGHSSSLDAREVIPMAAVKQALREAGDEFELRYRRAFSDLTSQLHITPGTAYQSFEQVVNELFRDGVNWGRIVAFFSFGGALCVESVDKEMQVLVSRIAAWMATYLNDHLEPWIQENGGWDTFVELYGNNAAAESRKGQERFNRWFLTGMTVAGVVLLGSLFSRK
# CIT2-GFP yeast = alters CIT2-GFP fluorescence in TOR pathway yeast screen. S. cerevisiae CIT2-GFP strain, flow cytometry, 3 h; 100 means same as DMSO wells. GFP response vs DMSO, % at 10 µM. 320,000 compounds, 0.065% hits;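 active = GFP response relative to DMSO above a set limit, near the screen mean plus 3 SD, cut at about 150% in these data; inconclusive = Fewer than 70 cells measured for a yeast strain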;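 note: ratio of well median GFP fluorescence to mean of DMSO wells on the plate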
# GLD-1 TGE inh = GLD-1-TGE RNA interaction inhibition (C. elegans) | Q17339 | purified GLD-1 + fluorescein TGE RNA, fluorescence polarization | inhibition, % at 5.96 µM | 320,000 compounds, 0.44% hits | AID 2280;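 active = percent inhibition above a per-plate cutoff, the plate mean of test compounds plus 3 SD, cut at about 30% in these data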;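 note: 0% = DMSO wells with GLD-1 and probe and 100% = wells lacking GLD-1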
# AGP1-GFP MLPCN = alters AGP1-GFP fluorescence in TOR pathway yeast screen; S. cerevisiae AGP1-GFP multiplex flow cytometry, 3 h; GFP as percent of DMSO wells; GFP response vs DMSO, % at 10 µM; 320,000 compounds, 0.02% hits; AID 2066;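 active = GFP response relative to DMSO above a set limit, near screen average plus 3 SD, cut at about 150% in these data; inconclusive = fewer than 70 cells counted for the yeast strain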;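 note: median GFP channel fluorescence of the gated AGP1 strain per well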
# VLA-4 inh = inhibition in a human VLA-4 binding assay; P13612; VLA-4 expressing cells, ligand binding flow cytometry; inhibition, % (about 7 µM as worked out from the volumes in the protocol); 330,000 compounds, 0.2% hits; in the data active = inhibition above about 50%
# MEX-5 binding = C. elegans MEX-5 TCR-2 RNA binding activity; Q9XUB2; MEX-5/FITC-TCR2 RNA binding, fluorescence polarization; active compounds read low; activity score (negative = inhibition of binding), % at 10 µM; 300,000 compounds, 0.38% hits; AID 1832;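 active = inhibition past about -25% in most replicates, and total fluorescence under double the plate's negative control median, limit read from the data; inconclusive = replicates evenly split on the limit, or fluorescence at least double controls; inactive = too little inhibition in most replicates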;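 note: 0% = DMSO and -100% = 5 µM competing unlabeled TCR2 RNA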
# GRK2 inh = inhibitors of human GRK2 displacing RNA aptamer; P25098; bead flow cytometry, FAM-aptamer displacement from GRK2; inhibition of aptamer binding, % at 10 µM; 330,000 compounds, 0.59% hits;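 active = inhibition of aptamer binding above 40%, roughly 3 SD of noise, on plates passing a quality check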;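 note: median bead fluorescence of bound FAM aptamer so fluorescent compounds give negative values; no value below 0 was filed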
# Target sequence (P25098 whole entry, looked up): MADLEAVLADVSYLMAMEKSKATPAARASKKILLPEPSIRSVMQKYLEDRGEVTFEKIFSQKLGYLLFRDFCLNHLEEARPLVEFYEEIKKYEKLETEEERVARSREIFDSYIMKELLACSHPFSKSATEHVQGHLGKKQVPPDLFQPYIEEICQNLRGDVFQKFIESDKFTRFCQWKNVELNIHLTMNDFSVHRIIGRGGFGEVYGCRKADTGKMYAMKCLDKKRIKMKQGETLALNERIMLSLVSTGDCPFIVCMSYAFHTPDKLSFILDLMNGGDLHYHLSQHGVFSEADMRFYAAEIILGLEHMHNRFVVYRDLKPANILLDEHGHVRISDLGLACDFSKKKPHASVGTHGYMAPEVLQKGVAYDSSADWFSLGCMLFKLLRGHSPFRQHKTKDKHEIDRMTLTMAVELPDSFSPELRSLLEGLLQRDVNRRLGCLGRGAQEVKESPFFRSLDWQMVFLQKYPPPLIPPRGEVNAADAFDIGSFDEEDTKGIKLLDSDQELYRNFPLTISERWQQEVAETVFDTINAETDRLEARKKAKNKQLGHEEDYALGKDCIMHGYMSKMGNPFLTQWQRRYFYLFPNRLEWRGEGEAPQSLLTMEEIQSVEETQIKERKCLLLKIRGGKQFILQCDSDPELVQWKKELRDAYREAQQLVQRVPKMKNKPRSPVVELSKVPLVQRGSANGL
# CR mimetic SO = lowers age-related superoxide in aged yeast cells | AID 2690 | superoxide response (% of plate mean), % at 10 µM | S. cerevisiae aged cells, superoxide DHE fluorescence; active compounds read low | 330,000 compounds, 0.18% hits;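 active = superoxide response under a set limit, about three screen SD below normal, cut at about 65% in these data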;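 note: yeast aged for seven days with compound at 30 °C before DHE staining; 100% = average MFI of all compound-treated wells on the plate with controls excluded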
# MCL1 BIM primary = disrupts human MCL1 binding to BIM-BH3 peptide; Q07820; GST-MCL1 / FITC-Bim-BH3 fluorescence polarization; inhibition, % at 10.9 µM; 320,000 compounds, 0.68% hits; AID 2057;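 active = inhibition above the mean inhibition of all tested compounds plus 3 SD, set per campaign, cut at about 40% in these data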;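 note: 0% = DMSO wells and 100% = unlabeled Bim-BH3 peptide control; higher means more loss of mP so more displacement of Bim peptide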
# Starred values were filed as active, the others as inactive; i = inactive; ? = inconclusive; · = no result given.
Molecule,CR mimetic SO,BCLXL inh,MEX-5 binding,GLD-1 TGE inh,VLA-4 inh,MCL1 BIM primary,AGP1-GFP MLPCN,CIT2-GFP yeast,GRK2 inh
Cc1ccc(S(=O)(=O)N2CCOCC2)cc1NC(=O)COC(=O)/C=C/c1ccco1,109,·,·,7,10,·,99,102,63*
NS(=O)(=O)c1ccc(NC(=S)N2CCC(O)CC2)cc1,96,3,-0.6,3,0,0,109,109,91*
Cc1nc(N2CCOCC2)[nH]c(=O)c1CCC(C)C,109,2,3.1,1,7,2,98,99,0
Cn1c(=O)c(C(=O)Nc2ncccc2O)c(O)c2ccccc21,92,8,1.5,2,26,11,29,49,0
COC(=O)c1cn(CC(=O)NCc2ccco2)c2ccccc12,95,1,0.3,-3,0,2,92,98,0
CCOc1ccc(NC(=O)CN(C)C(=O)CC2CCCC2)cc1OCC,119,8,·,1,14,6,101,92,0
CCOC(=O)Nc1cc(C(=O)OCC)c(C)nc1C,108,7,3.5,5,-3,5,99,100,0
O=C(O)CCCC(=O)Nc1ccc(Oc2ncnc3cc(Cl)ccc23)nc1,110,2,-0.8,1,2,-2,101,91,1
CC(NC(=O)c1ccco1)c1nc(-c2ccc(Cl)cc2)no1 (centres undefined),105,-2,2.0,-3,-4,2,104,89,1
CCNC(=S)NNc1ccccc1,98,1,0.2,4,-6,1,104,101,2
Cc1ccc(CN2CCN(Cc3cccn3-c3nccs3)CC2CCO)cc1 (centres undefined),95,0,1.9,1,5,-5,105,98,0
CCOc1ccc(S(=O)(=O)c2c[nH]c3ccc(C)cc3c2=O)cc1,72,41*,0.3,19,3,19,101,107,1
Cc1ccc(Nc2ccc(C(=O)NC3CCCCC3)cn2)cc1,111,2,0.9,2,11,6,106,107,2
O=C(NCc1ccccc1)c1ccc(Br)cc1,97,-2,-0.1,1,-1,3,94,72,0
Cc1ccccc1NC(=O)CN1CCN(Cc2ccccc2)CC1,95,7,0.1,2,10,13,104,108,2
CC1(C)C2CCC1(C)C(OC(=O)CNc1ccccc1)C2 (centres undefined),100,-2,1.6,6,3,-5,101,101,0
CCOC(=O)c1c(CN(C)C)n(C)c2c(O)c(N=NC(N)=O)c3ccc(Br)cc3c12,105,3,0.7,0,9,3,107,108,1
Cc1ccccc1NS(=O)(=O)c1nnc(NC(=O)CC(C)C)s1,94,3,1.9,2,-6,7,94,98,0
COc1ccc(CN(CCC(c2ccccc2)C2CCOC(C)(C)C2)C(C)=O)cc1 (centres undefined),106,0,1.7,2,4,1,105,104,2
O=C1C=C(c2ccc3ncccc3c2)C[C@@H](c2ccc(Cl)cc2)C1,106,2,·,2,0,3,89,77,0
Cc1cc(C)nc(NS(=O)(=O)c2ccc(N/C=C/C(=O)c3ccc(Cl)c(Cl)c3)cc2)n1,110,-4,3.5,1,11,-4,96,95,0
Cc1nn(-c2ccc([N+](=O)[O-])cc2)c2c1C(c1cccc(Br)c1)N1C(=N2)C(=O)Nc2ccccc21 (centres undefined),101,3,-3.7,4,0,0,114,85,1
CCOC(=O)C1CSC2(CCC(c3ccccc3)CC2)N1 (centres undefined),97,11,-2.0,-2,-2,11,101,99,0
Fc1ccccc1N=C1NN=C(c2ccccc2)CS1,119,3,-0.7,-1,3,0,99,105,3
O=C(NCc1cccs1)C1CCCN1C(=O)Nc1ccc(F)cc1 (centres undefined),108,3,-0.4,1,4,-3,104,102,0
C=CCN1C(c2ccc(Br)cc2)=CS/C1=C(/C#N)c1nnc(N2CCOCC2)n1-c1ccccc1,102,3,-0.9,5,0,-3,104,105,5
Cc1cccc(C(=O)Nc2ccc(C(=O)N/N=C/c3ccc(C)o3)cc2)c1,127,-1,-2.0,1,3,-3,102,104,1
Cc1[nH]n2cnnc2c(=O)c1Br,110,2,-1.0,3,1,2,96,97,1
COC(=O)c1c(-c2ccncc2)csc1NC(=O)c1ccoc1C,110,6,-1.0,5,-1,2,96,96,0
C=CCn1c(COc2ccccc2)nnc1SCC(=O)Nc1ccc2c(c1)OCCO2,87,2,-1.4,5,0,-14,83,91,0
O=S(=O)(NC1CCCCC1)c1ccc(Br)s1,109,1,0.2,3,5,-2,97,97,5
Cc1cccc(C)c1OCC(=O)N/N=C/c1ccc2c(c1)OCO2,84,2,-3.4,-3,4,3,110,109,7
O=c1c(-c2ccccc2)cnc2n1CCS2,100,4,-1.6,11,12,2,105,104,0
O=C(NCCCn1cccn1)c1cc(COc2ccc(F)cc2Cl)on1,99,-1,-1.6,4,1,1,105,105,2
COc1ccc(S(=O)(=O)N2CCOCC2)cc1NC(=O)CN1C(=O)CN(C)C1=O,94,·,·,4,-8,·,96,83,0
Cc1ccc(C)c(NC(=O)c2cc(-c3ccccc3O)n[nH]2)c1,97,·,1.4,·,5,·,105,103,0
CCC(C)N(C(=O)COC(=O)C1CCN(S(=O)(=O)c2ccc(C)c(C)c2)CC1)C1CCS(=O)(=O)C1 (centres undefined),100,-1,-0.3,4,17,-1,101,100,0
N#Cc1ccccc1Sc1ccccc1C(=O)NCC(c1ccco1)N1CCCCC1 (centres undefined),143,-1,·,-17,-10,0,103,101,0
CC(=O)c1ccc(NC(=O)Cn2cnc(S(=O)(=O)N3CCC(C)CC3)c2)cc1,85,1,-0.2,4,-2,-4,?,92,5
Cc1nn2c(-c3ccc(S(=O)(=O)N4CCN(CCO)CC4)o3)nnc2c2ccccc12,114,12,-0.8,6,2,8,100,101,0
COc1ccc(NC(=O)CN(C)C(=O)c2cccc(S(=O)(=O)Nc3ccc(F)cc3)c2)cc1,95,-2,·,0,32,3,109,102,0
Cc1ccc2cc(C3CC(c4cccs4)=NN3S(C)(=O)=O)c(Cl)nc2c1 (centres undefined),95,4,-2.9,2,20,2,107,113,15
COCCOC(=O)C1=C(N)OC2=C(C(=O)CC(C)(C)C2)C1c1ccncc1 (centres undefined),105,2,·,-1,-5,-3,104,111,0
CCn1nccc1C(=O)NC1=C(C#N)CCC1,96,4,0.3,-1,1,6,95,95,6
CC(C)c1ccc(S(=O)(=O)N2CCN(C(=O)C3CCCCC3)CC2)cc1,95,2,-1.0,11,30,1,93,94,4
Cc1ccc(OCC(=O)c2cc(C)n(C)c2C)c([N+](=O)[O-])n1,95,-1,-0.2,6,13,-4,107,103,2
O=C(Nc1ccc(N2CCOCC2)cc1)Nc1ccc2nc(-c3ccco3)c(-c3ccco3)nc2c1,81,20,1.3,15,-7,12,94,96,5
COc1ccc([N+](=O)[O-])c(S(=O)(=O)c2ccccc2)n1,104,4,-1.6,2,17,4,108,84,0
O=S(=O)(c1cccc2cccnc12)N1CCOCC1,101,-1,-1.8,-8,9,4,100,94,4
CC(=O)NC(CSc1cc(C)nc2ccc(Br)cc12)C(=O)O (centres undefined),100,6,-1.3,-2,-10,0,100,94,0
COc1ccc(CCN2CC(C(=O)OC(C)C(=O)Nc3cccc(Cl)c3)CC2=O)cc1OC (centres undefined),93,-3,·,-5,5,2,90,89,0
Cc1ccc(CNC(=O)CN(C(=O)C2(C)CC(=O)N=C3C=CC=CN32)c2ccc(F)cc2)cc1 (centres undefined),97,4,2.3,9,21,-5,106,102,3
Nc1nc(NCCc2ccccc2)nc(NCCO)c1[N+](=O)[O-],89,1,0.6,4,15,-3,102,102,1
COc1ccc(Br)cc1-c1nc(C)c(C(C)=O)n1O,96,10,-1.4,-4,-11,6,98,94,0
NS(=O)(=O)c1cc(C(=O)NCC2CCCCC2)ccc1Cl,89,0,0.5,-4,-17,4,104,97,1
CCN(CC)c1cc(-c2ccccc2)ncn1,93,-4,-1.5,-2,0,-1,110,97,1
Cc1oc2c(C)c3oc(=O)c(CCC(=O)N[C@@H](CC(C)C)C(=O)O)c(C)c3cc2c1C,95,4,0.2,6,4,0,102,101,4
O=c1c2ccccc2nc(/C=C/c2ccc([N+](=O)[O-])o2)n1CCCO,120,6,-1.7,5,i,1,81,179*,2
Cc1ccc(CN2CCc3c(OCC(=O)Nc4cccc(C)c4C)cccc3C2=O)cc1,97,3,0.8,4,10,16,101,99,2
CCOc1ccc(NC(=S)N2CCCC2)cc1,73,·,·,·,16,·,101,99,1

# Next section
Molecule,CR mimetic SO,BCLXL inh,MEX-5 binding,GLD-1 TGE inh,VLA-4 inh,MCL1 BIM primary,AGP1-GFP MLPCN,CIT2-GFP yeast,GRK2 inh
O=C(O)c1ccccc1C(=O)Nc1ccc(-n2nc(C(F)(F)F)cc2C(F)(F)F)cc1,89,0,-2.8,2,-6,9,99,94,2
O=C(COC(=O)c1cccc(O)c1)Nc1nnc(-c2ccccc2)o1,99,0,-4.0,0,15,-3,104,105,1
O=C(NC(Cc1ccccc1)C(=O)NCc1ccccn1)c1ccco1 (centres undefined),108,5,-1.7,2,0,-2,88,97,0
O=c1c2cnn(-c3ccccc3)c2ncn1CCc1ccccc1,104,0,-0.4,-5,-21,-1,95,86,1
CC1(C)CC(=O)N(c2cccc(C(F)(F)F)c2)C(=O)C1,98,5,-0.7,-7,-1,6,103,101,3
Cc1ccc(CCNC(=O)CCNS(=O)(=O)c2ccc3c(c2)c(=O)n(C)c(=O)n3C)cc1,92,-3,·,1,14,-5,110,101,0
CCC(=O)Nc1nc2nc(-c3ccccc3)cc(-c3ccccc3)n2n1,105,3,-0.7,5,-2,9,102,103,0
COc1ccc(-c2ccc(-c3noc(-c4ccccc4C)n3)c(OC)n2)cc1,118,-2,1.1,-9,-4,-2,100,109,0
O=C(c1ccc(COc2ccc3ccccc3c2)o1)N1N=C(C(F)F)CC1(O)C(F)F (centres undefined),105,4,1.9,8,-3,5,105,102,0
Cc1ccnc(SCC(=O)c2cc3ccccc3o2)n1,78,2,1.3,-5,0,2,93,84,3
CCCCn1c(Cl)nc2c1c(=O)n(C)c(=O)n2C,92,3,0.3,1,5,1,104,107,1
CCSc1nnc(-c2ccccc2SC)o1,89,-4,-2.0,-2,6,0,95,104,3
O=C(COC(=O)C(O)C(O)C(=O)OCC(=O)c1ccc(C(F)(F)F)cc1)c1ccc(C(F)(F)F)cc1 (centres undefined),103,5,0.1,-3,9,3,103,96,0
COc1ccc(/C=C2\SC(=S)N(NC(=O)c3ccncc3)C2=O)cc1OC,95,1,4.0,-13,32,-4,98,105,22
Cc1cccnc1NC(=O)c1ccc([N+](=O)[O-])o1,83,-1,-0.2,11,0,1,98,103,0
O=C(CCCCn1c(=O)c2ccccc2n(Cc2ccc(Cl)cc2)c1=O)NCc1ccco1,103,3,-0.5,11,11,-4,96,91,5
COc1ccc(-c2cc(=O)oc3cc(OCC(=O)N4C[C@H]5C[C@@H](C4)c4cccc(=O)n4C5)ccc23)cc1,106,5,1.1,0,13,6,102,95,2
COc1ccc(OC)c(C2C(C(=O)N(C)C)=C(C)Nc3nc4ccccc4n32)c1 (centres undefined),89,5,-2.1,2,9,0,100,106,0
